Source: PubChem
MT stabilize HCS: microtubule stabilizers in HeLa cells; % tubulin-high responders, % at 10 µM; hit rate 0.83% among 200,000; HeLa tubulin immunostaining HCS, 24 h; share of cells brighter than vehicle mean+2SD; AID 2205;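 active means plate Z-score above 3 for both tubulin-high and condensed-nucleus cell shares, with cell loss under 80%, at 10 µM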;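 further: anti alpha tubulin signal scored within the nucleus-defined area of each cell; some results filed as inactive read as strong as hits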
human PMI inhibitors: MPI inhibition at elevated mannose 6-phosphate – biochemical, fluorescence intensity, high mannose 6-phosphate, primary screen (AID 1220); recombinant PMI enzyme, coupled fluorescence intensity; higher % means a stronger effect; inhibition, % at 20 µM, or IC50 in µM where a hit was titrated; hit rate 0.66% among 190,000
Insulin prom up: MIN6 insulin promoter up-regulation; MIN6 insulin promoter-GFP reporter, high-content imaging; stronger effect = higher value; z-score at 5 µM; hit rate 0.3% among 190,000; AID 1625;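 active means z-score above 3 at 5 µM with at least 500 cells counted in the well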
b-catenin transl: alters nuclear translocation of beta-catenin in HeLa cells; nuclear translocation activity, % at 5 µM; immunofluorescence imaging; hit rate 0.3% among 190,000;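 active means nuclear translocation activity above 50% at 5 µM, with a well cell count of 50 or more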;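 further: per-cell ratio of nuclear to cytoplasmic median beta-catenin stain intensity; plate controls were DMSO negative control for no effect and GSK-3 inhibitor IX positive control for full effect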
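test system = HeLa cells, endogenous beta-catenin | dosing = single 5 µM dose plus 0.02–20 µM confirmation series | times = compound treatment 24 h, 37°C, 5% CO2 | technique = beta-catenin immunofluorescence imaging with DAPI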
Autophagy HCS: autophagy modulation, high-content screen; MEF GFP-LC3 puncta imaging; test concentration mostly 10 µM; calls only at 10 µM (by protocol); hit rate 0.98% among 190,000;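 active means percentage of spot-positive cells more than 3 SD above its plate mean, without a fluorescence outlier flag or 80% toxicity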;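 further: spot-positive cell cutoff set from DMSO-treated cells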
WT yeast gro inh: growth inhibition of WT yeast, mitochondrial fusion screen; mitochondrial fusion phenotypic screen, WT strain; inhibition, % at 10 µM; hit rate 2.1% among 190,000; in the data active means inhibition above about 58%; tested in S. cerevisiae
Yfh1-depleted yeast: enhancers of respiration in Yfh1-depleted yeast, dose response, Friedreich's ataxia, plus single-dose screen (AID 1465) | fold induction at 50 µM; hits with a dose series show EC50 in µM | hit rate 0.074% among 220,000 | S. cerevisiae Yfh1-off respiration, WST-1 reduction, 72 h; higher fold induction means a stronger effect;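 active means fold induction of absorbance versus untreated yeast above a set limit, then at least 30% activation at any dose in follow-up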;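 further: activators that raise dye reduction in frataxin-depleted yeast; strong numbers were not always called active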
PMI inhibitors: inhibitors of human PMI, primary screen, biochemical, fluorescence intensity, coupled assay (AID 1209) | purified PMI enzyme, coupled fluorescence intensity; higher % means a stronger effect | one-dose inhibition, % at 20 µM; IC50 in µM for titrated hits | hit rate 0.42% among 190,000;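 further: plate controls were DMSO vehicle for no effect and wells lacking substrate for full effect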
Dynein transport: dynein cargo transport inhibition; hit rate 0.47% among 220,000; z-score, hits read low; 3617.4 mouse cells, GR-EGFP nuclear translocation imaging; test concentration mostly 20 µM; stimulated with dexamethasone, 1 µM; stronger effect = lower value;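 active means plate z-score of nuclear minus cytoplasmic receptor signal below a set negative limit, without overly bright fluorescence or cell loss, cut at about -3.5 in these data, passing the limit was not always enough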;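 further: z-score of nuclear minus cytoplasmic ring GR-EGFP intensity difference per well; some compounds called inactive have numbers as strong as hits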
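Also added – dexamethasone, 1.0 µM final · Buffer or medium – tet-free, stripped-serum medium · Schedule – induction 48 h, compound 1 h, agonist 30 min · Detection – formaldehyde fixation, Hoechst nuclear stain, 10x automated fluorescence imaging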
WT yeast gro inh mutant strain: second read-out of WT yeast gro inh, no call of its own (marks repeat the call); inhibition, %; mitochondrial fusion phenotypic screen, mutant strain inhibition
Dynein transport cytoplasmic EGFP: second read-out of Dynein transport, no call of its own (marks repeat the call); z-score; measured here: cytoplasmic GR-EGFP intensity; stronger effect = higher value
Dynein transport nuclear GR-EGFP: also measured in Dynein transport; calls as there; z-score; measured here: nuclear GR-EGFP intensity;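 lower value marks the stronger effect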
Dynein transport cell count: second read-out of Dynein transport, no call of its own (marks repeat the call); z-score; measured here: cell count per field
Insulin prom up cell count: also measured in Insulin prom up; calls as there; cell count; measured here: cytotoxicity, nuclei count;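 total cells summed across four imaged fields per well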
b-catenin transl cell count 5 µM: also measured in b-catenin transl; calls as there; cell count; measured here: cell count, cytotoxicity flag
MT stabilize HCS Hoechst-high %: further read-out of MT stabilize HCS, marked with its call; % Hoechst-high responders; measured here: nuclear condensation Hoechst responders;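 share of cells brighter than vehicle mean plus two SD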
MT stabilize HCS cytotoxicity %: second read-out of MT stabilize HCS, no call of its own (marks repeat the call); toxicity, %; measured here: cytotoxicity by cell density;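 0% = mean cell density of plate MIN control wells and 100% = no cells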
Autophagy HCS cell loss 18 h: second read-out of Autophagy HCS, no call of its own (marks repeat the call); toxicity, %; measured here: cell loss, nuclei count;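 cell loss after 18 h compound exposure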
* marks the source's active call; other numbers are inactive results; i = inactive; . = not tested or not shown. Unless noted, no stated cut-off is given here; in the data, active means inhibition above about 50%; inactive means the rest.

SMILES	MT stabilize HCS	MT stabilize HCS Hoechst-high %	MT stabilize HCS cytotoxicity %	human PMI inhibitors	Insulin prom up	Insulin prom up cell count	b-catenin transl	b-catenin transl cell count 5 µM	Autophagy HCS	Autophagy HCS cell loss 18 h	WT yeast gro inh	WT yeast gro inh mutant strain	Yfh1-depleted yeast	PMI inhibitors	Dynein transport	Dynein transport cytoplasmic EGFP	Dynein transport nuclear GR-EGFP	Dynein transport cell count
O=C(OCc1nnc(-c2ccccc2)o1)C1CC(=O)N(Cc2ccco2)C1 (stereo unspecified)	3.1	1.1	3.0	-10.0%	-0.43	1336	-2.6	1129	i	-17.7	23.0	6.1	i	-14.1%	0.0239	-0.133	0.0936	0.0339
Cn1cc(C(=O)N/N=C/c2cc(Br)cs2)c2ccccc21	.	.	.	.	-0.21	1037	0.8	1315	.	.	.	.	i	.	-0.759	-0.203	0.00303	0.282
COc1cc(CN2CCNC(=O)C2CC(=O)N(Cc2nccn2C)C(C)C)cc(OC)c1 (stereo unspecified)	.	.	.	.	-0.51	886	-0.3	1264	.	.	.	.	i	.	0.988	-0.196	1.1	-0.661
C/[N+]([O-])=C\C1C(=O)CC(C)(C)CC1=O	3.5	3.2	4.8	-7.2%	-0.29	1143	0.4	1015	i	12.5	0.5	11.8	i	-15.5%	0.373	-0.351	0.469	0.258
CN(Cc1ccccc1)C(=O)c1oc(=O)c2ccccc2c1-c1ccccc1	2.0	1.5	2.2	7.1%	1.21	1383	-5.7	508	i	0.3	28.5	-6.9	i	10.0%	-0.102	-0.218	0.0358	0.485
CCNC(=S)SCCOc1ccccc1C	1.2	2.1	1.3	11.8%	-0.21	1426	-2.1	1170	i	-0.8	5.7	-5.1	i	14.4%	-0.384	-0.221	0.101	-0.208
CN(NC(=O)C(C)(C)C)c1nc(-c2ccccc2)nnc1C(F)(F)F	3.6	2.1	6.1	-7.4%	.	.	0.1	1053	i	-0.6	0.7	4.7	i	-8.7%	0.415	-0.222	0.181	0.264
FC(F)(F)c1cc(-c2cccs2)nc2ncnn12	3.6	0.8	0.9	-4.6%	.	.	0.0	886	i	6.6	-0.5	1.7	i	-5.3%	-0.226	-0.0906	0.0607	0.242
COc1cc2c(cc1OC)-c1cc(Nc3ccccc3)nc(=O)n1CC2	.	.	.	.	-2.02	1076	0.3	1267	.	.	.	.	i	.	-1.08	-0.17	-0.139	1.74
COc1ccc(C2CC(c3ccccc3)n3nnnc3N2)cc1 (stereo unspecified)	2.7	1.4	10.3	5.8%	.	.	.	.	i	-7.0	-3.6	-5.6	i	11.0%	0.822	-0.341	0.502	-0.0492
CC(C)N1CCC(N2CCN(Cc3nc4ccccc4s3)CC2CCO)CC1 (stereo unspecified)	.	.	.	.	0.18	846	3.0	1371	.	.	.	.	i	.	-0.251	-0.674	-0.333	-0.39
COC(=O)C1C(=O)C(C(=O)/C=C/c2ccccc2)C(=O)CC1(C)C (stereo unspecified)	3.3	3.6	3.5	-3.2%	1.09	1086	-1.4	1112	i	-7.8	1.6	4.1	i	-9.5%	-1.1	0.181	-0.448	0.267
CCC(C)(C)n1nnnc1C(c1cc2cc(C)cc(C)c2[nH]c1=O)N1CCCC1 (stereo unspecified)	5.1	2.5	11.9	-75.9%	-0.03	784	-0.4	1139	i	9.1	-17.2	1.3	i	-39.1%	-0.301	-0.137	0.612	0.0456
CC1(C)CC(=O)C(C=NCc2ccc3c(c2)OCO3)=C(O)C1	2.9	2.1	5.9	5.9%	0.06	1185	-0.9	1140	i	-8.2	-8.1	-41.9	i	6.5%	0.0959	-0.241	-0.0846	1.74
CCCCC1C(C#N)=C(C)NC2=C1C(=O)CC(C)(C)C2 (stereo unspecified)	1.2	1.2	9.4	10.6%	-0.5	980	1.3	1134	i	36.8	8.4	15.4	i	7.4%	-0.349	-0.241	-0.0326	0.474
Cc1cc(C)cc(NC(=O)CSc2cc(C(=O)c3nccn3C)c3ccccc3n2)c1	5.1	2.1	7.5	10.9%	0.86	1252	.	.	i	-17.0	16.1	12.7	i	1.4%	-0.397	-0.123	-0.516	0.467
CCOC(=O)c1cnc(SCC(C)C)nc1N	2.3	1.6	9.9	0.8%	1.28	1425	0.6	1393	i	-0.1	5.7	-0.9	i	4.9%	2.16	-0.216	-0.386	0.352
CCOC(=O)Cc1csc(NC(=O)c2ccc(S(=O)(=O)N3CCCCC3)cc2)n1	3.4	4.1	9.0	1.3%	-0.61	1574	0.7	1337	i	29.7	11.1	-19.6	i	7.2%	-0.884	0.0951	-0.254	0.0326
CC1(C)Cc2ccccc2-c2nnc(SCC(=O)N3CCc4ccccc43)n21	5.1	3.6	8.0	-11.0%	2.4	653	2.1	978	i	0.7	-13.7	-25.2	i	0.3%	-0.0889	-0.141	-0.65	-0.544
COc1cc(NC(=O)Nc2ccc(C)cc2)cc([N+](=O)[O-])c1	3.0	3.8	4.9	10.3%	.	.	-0.5	961	i	13.5	-0.3	-0.8	i	18.8%	-0.23	-0.0418	-0.0897	0.368
COC(=O)C1=C(C)N(C)C(=S)N(C)C1c1cccc(Br)c1 (stereo unspecified)	2.4	2.1	2.0	6.5%	-0.16	1463	0.0	997	i	23.2	45.8	23.0	i	10.0%	-2.07	0.338	-0.765	0.28
CC(CCc1ccccc1)NC(=S)NC(=O)c1ccco1 (stereo unspecified)	2.1	1.7	13.0	0.0%	-0.32	1644	1.2	986	i	16.4	5.1	31.2	i	1.8%	-0.671	-0.175	-0.282	0.617
COc1ccccc1OCC(=O)NCCSCc1cccc(Cl)c1	2.2	2.4	10.9	12.3%	-0.1	1329	2.1	505	i	-0.3	26.7	7.8	i	6.4%	-0.0989	-0.254	-0.0794	0.116
FC(F)(F)c1ccc(N2CCN(c3ncnc4c3nnn4Cc3ccccc3Cl)CC2)cc1	4.0	2.2	3.4	2.8%	-0.64	924	-0.7	1112	i	2.2	7.0	8.5	i	1.2%	2.34	-0.0151	1.6	-2.8
Cc1c(Cl)c(C(F)(F)F)nn1CC(=O)N1CCSCC1	4.1	2.6	9.3	7.8%	0.58	1190	-0.9	1030	i	-2.6	-16.7	-0.5	i	9.0%	0.29	-0.192	0.0777	0.991
Cc1cccc(Oc2cc(NC(=O)Cn3cnc([N+](=O)[O-])n3)cc([N+](=O)[O-])c2)c1	2.5	1.7	8.0	7.4%	-0.92	1348	1.6	1097	i	-1.5	-23.1	0.3	i	12.6%	-0.363	-0.242	-0.126	0.134
Cc1cc(N2CCC(C(=O)NC3CCCCC3)CC2)nc(-c2ccccc2)n1	2.4	1.9	5.8	10.3%	2.14	1214	.	.	i	19.7	1.8	0.8	i	12.6%	0.12	-0.253	0.202	0.337
COC(=O)c1ccc(/C=N/NC(=O)CC(=O)NC2CCCCC2)cc1	4.6	1.4	8.6	0.1%	.	.	3.9	478	i	39.1	-10.6	-4.4	i	-5.4%	-0.607	-0.136	-0.187	0.587
O=C(CC1SC(=Nc2ccccc2)N(Cc2ccccn2)C1=O)Nc1cccc(Cl)c1 (stereo unspecified)	2.3	2.2	14.8	-8.3%	-0.85	1506	0.7	1055	i	-3.7	19.9	-2.7	i	-3.0%	3.25	-0.0132	1.93	-1.49
Cc1cc(C)cc(C(=O)NC(CC(N)=O)c2ccc(NC3CCCCCC3)c([N+](=O)[O-])c2)c1 (stereo unspecified)	.	.	.	.	0.52	981	0.1	1312	.	.	.	.	i	.	-0.665	-0.644	-0.349	0.815
CCNC(=S)N/N=C/c1ccc(C(=O)O)cc1	3.2	2.2	5.4	-5.5%	0.14	1652	1.3	1017	i	4.7	-8.2	-6.1	i	-5.8%	-1.13	-0.296	-0.763	5.02
CCCCCc1c(C)nc(Nc2ccc(F)cc2)[nH]c1=O	2.2	2.8	6.9	-0.2%	-0.51	1215	-5.4	1254	i	7.8	-15.5	-23.1	i	5.8%	0.784	0.0188	0.554	0.0201
Cc1ccc(C2c3sc(=O)[nH]c3SC3C(=O)NC(=O)C32)cc1 (stereo unspecified)	2.9	3.6	16.0	43.2%	1.26	1128	0.5	1022	i	10.0	-20.7	1.1	i	0.8%	0.0873	-0.216	0.604	0.779
CC(Oc1ccc(Cl)cc1Cl)C(=O)NCCC1=CCCCC1 (stereo unspecified)	2.1	2.3	7.5	-3.2%	-0.41	1259	0.3	862	i	14.3	4.8	2.1	i	10.8%	-0.275	-0.263	-0.016	0.422
CC(=O)c1cccc(NC(=O)CN2C(=O)COc3ccc(Cl)cc32)c1	3.4	2.3	3.8	14.5%	0.1	1390	.	.	i	-8.7	8.8	15.6	i	13.0%	-0.439	-0.135	-0.185	0.639
Cc1cc(C(F)F)n2nc(C(=O)Nc3sc4c(c3C#N)CCC4)nc2n1	6.5	1.7	9.2	3.4%	1.49	1361	0.2	591	i	-2.5	0.4	-13.3	i	3.4%	0.0774	-0.327	-0.318	0.1
O=C(Cc1ccccc1)Nc1nnc(-c2ccco2)o1	2.1	1.9	1.3	-1.2%	0.92	1216	-2.8	1123	i	-8.5	4.9	-19.6	i	-3.5%	-1.19	-0.165	-0.592	0.395
CC(/C=N/Nc1nncc(=O)[nH]1)=C\c1ccccc1	11.2	2.6	9.5	9.0%	-0.2	1363	1.1	1100	i	7.0	5.6	5.4	i	3.3%	-0.605	-0.259	-0.427	0.241
O=C(c1ccccc1)c1cc[n+]([O-])cc1	3.6	1.7	2.6	-10.8%	.	.	-3.0	540	i	4.6	-11.2	-6.7	i	-9.3%	-0.895	-0.205	-0.225	-0.309

Outcome played no part in choosing rows; 5% or so of the library scored in one or more.
